Pol beta inh = qHTS Assay for Inhibitors of DNA Polymerase Beta; Pol beta primer extension/strand displacement, fluorescence kinetic; 1.3% of 340,000 active; P06746; AID 485314, 2010; Potency, µM (highest dose often 114 µM), without a hit: at the highest dose activity change, negative = inhibition, most hits filed as inhibitors; note: potency is the fitted concentration of half-maximal effect; % is set by controls: 0 for no effect and ±100 for the full control effect
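Reaction started by 50 nM substrate onto compound-treated Pol beta (10 nM, 15 min preincubation, room temperature); plates read at 0 min and 10 min. Normalized concentration-effect data fitted by four-parameter Hill equation.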
TRHR agonist = qHTS for Small Molecule Agonists and Allosteric Enhancers of Human TRH Receptor: Primary Screen for Agonists. TRHR cells, calcium flux fluo-8, FDSS agonist mode. Thyrotropin-releasing hormone receptor (Homo sapiens), P34981. 0.18% of 360,000 active. activation, % at 2 µM; in the data active = activation above about 30%; note: 0% is about no effect
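In this calcium-flux screen, cells bearing human TRHR are dye-loaded with fluo-8, baselined for 10 cycles, then exposed to library compounds; positive kinetic calcium responses during the agonist phase mark hits, with TRH as control.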
APE1 inh = qHTS Assay for Inhibitors of the Human Apurinic/apyrimidinic Endonuclease 1 (APE1) | recombinant APE1, TAMRA/BHQ-2 abasic DNA cleavage fluorescence | Potency, µM (series often up to 65.8 µM), inactives show top-dose activity change, negative = inhibition, usual class: inhibitors | 0.35% of 350,000 active | AID 2517, 2012;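 note: potency is the fitted concentration of half-maximal effect; plate controls were vehicle for no effect and reference inhibitor for full effect; nearly all actives have a fitted effect of over 55% in size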
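APE1 at 0.75 nM preincubated 15 min at room temperature with compound. Reaction then started with 50 nM double-stranded THF-abasic substrate labelled with TAMRA/BHQ-2, and 525/598 nm fluorescence read kinetically. Activity taken as third-minus-first read difference, normalized to DMSO and NSC13755 controls.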
Apoferritin bind = qHTS Assay for Identification of Novel General Anesthetics; Ferritin light chain (Equus caballus), P02791; apoferritin/1-aminoanthracene competitive binding, fluorescence; Potency, µM (series often up to 77.5 µM), without a hit: top-dose activity change, negative = displacement, usual class: inhibitors; 0.074% of 350,000 active; AID 485281, 2010; note: potency is the fitted concentration of half-maximal effect; % is set by controls: 0 for no effect and ±100 for the full control effect; nearly all actives have a fitted effect of over 20% in size
Target sequence (P02791 2-175 limits assumed): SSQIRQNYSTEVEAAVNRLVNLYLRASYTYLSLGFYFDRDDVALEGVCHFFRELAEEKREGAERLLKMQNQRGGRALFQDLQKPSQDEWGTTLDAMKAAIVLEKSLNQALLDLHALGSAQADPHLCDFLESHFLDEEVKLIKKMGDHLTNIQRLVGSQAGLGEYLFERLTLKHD
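Horse-spleen apoferritin (10 uM) in 50% saturated 1-aminoanthracene in PBS was incubated 10 min at room temperature with compound. Fluorescence (ex 380, em 535 nm) was normalized to free and bound 1-AMA, with concentration-response fitted by a four-parameter Hill equation.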
ERG-DNA inh = qHTS for Small Molecule Inhibitors of the ERG Ets/DNA interaction; Transcriptional regulator ERG (Homo sapiens), P11308; fluorescence polarization, His-ERG Ets domain / labelled DNA; Potency, µM (top dose mostly 76.9 µM), for the others: at the highest dose FP activity, negative = inhibition, usual class: inhibitors; 0.028% of 370,000 active; AID 624246, 2012; active = well fitted inhibition curve with a large enough effect in the polarisation, with a control signal flat; inconclusive = small, poorly fitted or top-dose-only effect, or effect the other way, or a change in a side signal; inactive = no such curve, though single readings can be large or run the other way; the % refers to the polarisation;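 note: polarization taken with two DNA probes labelled with fluorescein and Texas red; potency is the fitted concentration of half-maximal effect; % of control where 0% means no effect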
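His-tagged ERG Ets domain (1 uM in the protein solution; 300mM KCl, 50mM Tris-HCl, 1mM EDTA, 1mM DTT, pH 7.5) received compound, then a probe mix of 5 nM fluorescein-DNA and 100nM Texas-615-DNA. Fluorescence polarization was read for both dyes.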
POLK inh = qHTS for Inhibitors of Polymerase Kappa; DNA polymerase kappa (Homo sapiens), Q9UBT6; purified Pol kappa, fluorescent DNA synthesis assay, 10 min; Potency, µM (series often up to 107 µM), without a hit: top-dose activity, negative = inhibition, hits mostly inhibitors; 0.53% of 400,000 active; note: potency is the fitted concentration of half-maximal effect; % is set by controls: 0 for no effect and ±100 for the full control effect
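Fluorescent qHTS in 1536-well format: enzyme (10 nM) and compound sat 15 min at room temperature before 50 nM substrate (final) was added. Signal taken at 0 and 10 min; no-enzyme buffer wells were negative controls.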
POLI inh = qHTS for Inhibitors of Polymerase Iota; DNA polymerase iota (Homo sapiens), Q9UNA4; Pol iota fluorescent replication assay, 10 min; Potency, µM (titrated, usually from 115 µM), without a hit: at the top dose activity, negative = inhibition, actives largely listed as inhibitors; 1% of 390,000 active; AID 588590, 2011; note: potency is the fitted concentration of half-maximal effect
Target sequence (Q9UNA4 whole entry, looked up): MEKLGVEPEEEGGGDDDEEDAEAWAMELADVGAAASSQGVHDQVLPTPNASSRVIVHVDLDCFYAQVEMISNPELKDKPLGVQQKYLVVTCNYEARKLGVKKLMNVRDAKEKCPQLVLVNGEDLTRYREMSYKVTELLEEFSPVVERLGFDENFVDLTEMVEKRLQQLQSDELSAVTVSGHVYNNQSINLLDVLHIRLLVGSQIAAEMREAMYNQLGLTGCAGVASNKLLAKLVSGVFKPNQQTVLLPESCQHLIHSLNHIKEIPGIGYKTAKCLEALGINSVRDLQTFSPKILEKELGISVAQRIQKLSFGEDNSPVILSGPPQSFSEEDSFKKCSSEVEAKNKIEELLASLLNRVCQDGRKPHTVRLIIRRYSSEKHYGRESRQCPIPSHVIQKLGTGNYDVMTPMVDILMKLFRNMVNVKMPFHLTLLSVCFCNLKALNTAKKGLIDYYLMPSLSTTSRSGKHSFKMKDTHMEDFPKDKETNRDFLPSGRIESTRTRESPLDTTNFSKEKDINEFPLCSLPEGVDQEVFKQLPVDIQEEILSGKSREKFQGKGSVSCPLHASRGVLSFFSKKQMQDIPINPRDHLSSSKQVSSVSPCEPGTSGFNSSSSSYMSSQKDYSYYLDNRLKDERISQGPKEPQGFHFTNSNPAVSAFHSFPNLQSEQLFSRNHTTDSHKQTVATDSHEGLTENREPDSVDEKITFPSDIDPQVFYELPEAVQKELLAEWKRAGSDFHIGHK
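Fluorescent replication assay read twice, at 0 min and 10 min after adding 50 nM (final) substrate. Enzyme (10 nM) and compounds were first incubated 15 min at room temperature; enzyme-free buffer wells were negative controls.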
ALOX12 inh = Primary qHTS assay for inhibitors of human arachidonate 12S-lipoxygenase (ALOX12): Round 2; Polyunsaturated fatty acid lipoxygenase ALOX12 (Homo sapiens), P18054; purified 12hLO, xylenol orange hydroperoxide absorbance; Potency, µM (titrated, usually from 108 µM), for inactives: at the top dose activity change, negative = inhibition, hits mostly inhibitors; 1.1% of 580,000 active; AID 1671190, 2021; note: potency is the fitted concentration of half-maximal effect; % is set by controls: 0 for no effect and ±100 for the full control effect
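Hydroperoxide product was detected by ferrous iron/xylenol orange as the 573 to 405 nm absorbance ratio. Arachidonic acid at 40 uM (final) was turned over for 30 min at room temperature by 150 nM human 12hLO, pH 7.0 Hepes buffer, after 15 min compound preincubation.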
BLM helicase inh = qHTS Assay for Inhibitors of Bloom's syndrome helicase (BLM); recombinant BLM DNA unwinding, fluorescence dequenching; Potency, µM (top dose mostly 56.1 µM), inactives show at the highest dose activity change, negative = inhibition, hits mostly inhibitors; 0.2% of 350,000 active; RecQ-like DNA helicase BLM (Homo sapiens), P54132; AID 2528, 2010;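 note: potency is the fitted concentration of half-maximal effect; plate controls were vehicle for no effect and no enzyme for full effect; nearly all actives have a fitted effect of over 35% in size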
* marks the source's active call; other numbers are inactive results; ? = inconclusive; . = no result given; & = joins results of further samples; [ ] = remark or other dose. Unless noted, calls come from the whole dose curve; as a rule, active = well fitted curve in the direction sought with a large enough effect; inconclusive = small, poorly fitted or top-dose-only effect, or another doubt; inactive = no such curve, though single readings can be large; an effect the other way counts as inactive or inconclusive. These rows are one share of the data; the hit share may differ from the screen's.

smiles,Pol beta inh,TRHR agonist,APE1 inh,Apoferritin bind,ERG-DNA inh,POLK inh,POLI inh,ALOX12 inh,BLM helicase inh
NC(=O)c1cccnc1Nc1cccc([N+](=O)[O-])c1,1%,0.3,2%,-19%,-1%,5%,128%[activator],0%,0%
c1ccc(-c2nc3ccccn3c2-c2ccccc2)cc1,.,.,.,.,-5%,-10%,-8%[58.9 µM],-10%,.
CCOC(=O)CC1C(=O)NCCN1S(=O)(=O)c1ccc(NC(C)=O)cc1 (configuration not stated),16%,1.3,1%,-1%,5%,-22%,8%,35%[activator],0%
COCCCn1nnnc1SCC(=O)N1c2ccccc2CC1C (configuration not stated),7%,-0.3,-4%,?,-11%,3%,-16%,-11%,-6%
CSc1ccc(CCNC(=O)c2ccc(-n3c(C)cc4c3CCC(C)C4)cc2)cc1 (configuration not stated),?,-0.5,.,12%,1%,-14%,4%,-11%,-4%
C/C(=N\NC(=O)c1nn(C)c(C)c1Br)c1ccc(NC(=O)c2ccccc2F)cc1,13%,-0.7,-4%,-11%,-7%,6%,-12%,4%,-10%
CCN(CC)S(=O)(=O)c1ccc(N2CCOCC2)c(NC(=O)c2ccc(C#N)cc2)c1,-11%,-0.2,-5%,?,12%,-9%,?,-22%,-5%
COc1cc(C(C)=O)ccc1OC(C)C(=O)Nc1ccc(S(=O)(=O)N2CCCC2)cc1 (configuration not stated),.,1.6,14%,.,-3%,-2%,21%,-5%,.
O=C1ON=C(c2ccccc2)/C1=C/c1ccc(O)cc1,-1%,0.4,27%,-7%,4%,-2%,-10%,45µM*,-6%
CC(=O)Nc1ccc(NC(=O)c2ccc3c(c2)N(Cc2cccc(Cl)c2)C(=O)c2ccccc2S3(=O)=O)cc1,3%,-1.7,.,14%,-1%,-8%,22%,?,-8%
CCNc1ncc2nc(-c3cccs3)c(=O)n(-c3ccc(OC)cc3)c2n1,.,.,1%,.,.,7%[60.1 µM],.,0%,-2%
CCOc1cc(N2CCOCC2)c(OCC)cc1NC(=O)COC(=O)c1c(CC)noc1C,.,.,33%,.,-8%,-17%,11%,-28%,.
c1ccc(Cn2nnnc2C(c2cccs2)N2CCOCC2)cc1 (configuration not stated),-19%,0.4,1%,-2%,1%,1%,-1%,?,1%
O=C(CCNS(=O)(=O)c1ccccc1C(F)(F)F)N1CCN(C(c2ccccc2)c2ccccc2)CC1,.,0.8,-12%,.,-2%,-16%,35%[activator],2%,.
O=C1/C(=C/C=C/c2ccco2)SC(=S)N1NS(=O)(=O)c1ccccc1,?,1.0,2.5µM*,-5%,74%[activator],4.5µM*,1.8µM*,?,?

In a second layout: results already given.
Values in the order – Pol beta inh | TRHR agonist | APE1 inh | Apoferritin bind | ERG-DNA inh | POLK inh | POLI inh | ALOX12 inh | BLM helicase inh
CC(=O)Nc1ccc(NC(=O)c2ccc3c(c2)N(Cc2cccc(Cl)c2)C(=O)c2ccccc2S3(=O)=O)cc1
 : 3% | -1.7 | . | 14% | -1% | -8% | 22% | ? | -8%
CCNc1ncc2nc(-c3cccs3)c(=O)n(-c3ccc(OC)cc3)c2n1
 : . | . | 1% | . | . | 7%[60.1 µM] | . | 0% | -2%
CCOc1cc(N2CCOCC2)c(OCC)cc1NC(=O)COC(=O)c1c(CC)noc1C
 : . | . | 33% | . | -8% | -17% | 11% | -28% | .
c1ccc(Cn2nnnc2C(c2cccs2)N2CCOCC2)cc1 (configuration not stated)
 : -19% | 0.4 | 1% | -2% | 1% | 1% | -1% | ? | 1%
O=C(CCNS(=O)(=O)c1ccccc1C(F)(F)F)N1CCN(C(c2ccccc2)c2ccccc2)CC1
 : . | 0.8 | -12% | . | -2% | -16% | 35%[activator] | 2% | .

Continuation:
smiles,Pol beta inh,TRHR agonist,APE1 inh,Apoferritin bind,ERG-DNA inh,POLK inh,POLI inh,ALOX12 inh,BLM helicase inh
CCCCN(C(=O)CC(c1ccccc1)c1ccccc1)c1c(N)n(CCC)c(=O)[nH]c1=O,12%[57.1 µM],0.5,2%,2%,3%,-21%,145%[activator],-12%,-1%
CCn1c(C)[n+](Cc2ccccc2)c2ccc(Cl)cc21,-4%,0.8,13%,-3%,1%,-3%,123%[activator],?,0%
Cc1ccc(S(=O)(=O)N2CCCC(C(=O)N(Cc3cccs3)C3CC3)C2)cc1 (configuration not stated),-7%,0.7,3%,-9%,-9%,-11%,-13%,0%[57.4 µM],-7%
O=C(CC12CC3CC(CC(Br)(C3)C1)C2)Nc1nncs1,2%,0.1,17%,-23%,1%,1%,-28%,8%,-2%
Cc1nn(CCCC(=O)Nc2sc3c(c2C#N)CCC3)c(C)c1[N+](=O)[O-],-15%,-0.4,-4%,-16%,.,-7%,?,?,-7%
CN1CCC(=NNC(=O)c2ccc(N(Cc3ccc(Cl)cc3)S(C)(=O)=O)cc2)CC1,4%,-0.1,-1%,3%,-2%,-9%,15%,-13%,-3%
Nc1ccn(C2CCCCO2)c(=O)n1 (configuration not stated),.,.,.,.,2%,-13%,90%[activator],8%,.
O=C(O)c1cc(=O)cc(C(=O)O)[nH]1,-7%,0.7,-3%&-4%,-3%,-1%,-5%[60.1 µM],?,18%,-3%
CCOC(=O)C1CCN(C(=O)c2cc(S(=O)(=O)N3CCCCC3)ccc2C)CC1,14%,-0.6,50%,-9%,22%,-6%,8%,0%,-1%
Cc1nc2c(C(=O)NC(C)c3ccccc3)cnn2c(C)c1Cc1ccccc1 (configuration not stated),-8%,0.2,.,-6%,7%,-4%[60.1 µM],-19%,?,-10%
CC[C@]12c3[nH]c4cc(CCC(=O)N(C)C)ccc4c3CCN1C(=O)[C@@H](CC(=O)NCCCn1ccnc1)C[C@@H]2C(=O)N1CCN(C(=O)C2CC2)CC1,.,.,-6%,.,-11%,-2%,2%,7%,.
CCN1CCCC1CNC(=O)CCc1nnc(CCC2CCCCC2)o1 (configuration not stated),0%,0.1,1%,?,5%,0%,75%[activator],0%,0%
COc1ccc(CCNC(=O)CCCCn2c(=O)c3ccccc3n(Cc3ccccc3C)c2=O)cc1OC,?,-1.3,.,23%,-1%,-2%,-4%,0%,-9%
CN(C)CCCN(C(=O)c1ccc(N2C(=O)CCC2=O)cc1)c1nc2c(F)cccc2s1,-13%,0.5,0%,-12%,1%,-2%,13%,0%,5%
CCN1CCN(C(=O)/C=C/c2ccc3c(c2)OCO3)CC1,24%,5.2,14%,-2%,-9%,-1%,68%[activator],-4%,1%

(list continues)
smiles,Pol beta inh,TRHR agonist,APE1 inh,Apoferritin bind,ERG-DNA inh,POLK inh,POLI inh,ALOX12 inh,BLM helicase inh
NC(Cc1cnc[nH]1)C(=O)Nc1ccc2ccccc2c1 (configuration not stated),.,.,-2%,1%,.,-8%[60.1 µM],.,.,-12%
Cc1ccc(C(=O)NNC(=O)CSc2nc(N)cc(N)n2)cc1,-26%,-0.4,-1%,2%,-7%,-9%,-7%,-28%,-1%
COc1ccc(NS(=O)(=O)c2cc(NC(=O)c3cc(F)c(F)cc3Cl)ccc2N2CCOCC2)cc1,.,.,4%,.,-4%,-6%,?,400%[activator],.
CCOc1ccc(N(CC(=O)NCC2CCCO2)S(=O)(=O)c2ccc(C)cc2)cc1 (configuration not stated),13%,-0.5,0%,2%,4%,-9%,99%[activator],-26%,1%
COc1ccc(-c2c(-c3ccsc3)oc(=O)c3cc(OC)c(OC)cc23)cn1,.,.,5%,.,6%,-8%,36%,?,.
COc1cccc(N2CCN(C(=O)c3cc4c(=O)n(Cc5ccco5)ccc4nc3C)CC2)c1,?,-0.6,.,0%,-5%,15%,-8%,-25%,0%
O=C(Nc1cccc2ccccc12)c1ccc(F)cc1,-22%,0.6,28%,8%,-11%,0%,39%,-16%,-2%
CCOc1ccc(N2CC(C(=O)Nc3ccccc3C(=O)N3CCOCC3)CC2=O)cc1 (configuration not stated),7%,-0.5,16%,-1%,0%,-5%,42%[activator],-9%,0%
Cc1ccc(NS(=O)(=O)c2ccc(-n3cccn3)cc2)c(C)c1,46%,0.0,15%,-24%,1%,-8%,12%,-1%,-3%

Bioassay records (PubChem)
